From PubChem
SIRT5 inh: blocks human SIRT5 desuccinylation of peptide | Q9NXA8 | Purified SirT5, succinyl-peptide AMC, trypsin-coupled fluorescence | inhibition, % at 15 µM | 1.1% of 330,000 active | AID 652115; in the data active means inhibition above about 15%; inconclusive means no clear call, values can overlap the other calls
Target sequence (Q9NXA8 whole entry, looked up): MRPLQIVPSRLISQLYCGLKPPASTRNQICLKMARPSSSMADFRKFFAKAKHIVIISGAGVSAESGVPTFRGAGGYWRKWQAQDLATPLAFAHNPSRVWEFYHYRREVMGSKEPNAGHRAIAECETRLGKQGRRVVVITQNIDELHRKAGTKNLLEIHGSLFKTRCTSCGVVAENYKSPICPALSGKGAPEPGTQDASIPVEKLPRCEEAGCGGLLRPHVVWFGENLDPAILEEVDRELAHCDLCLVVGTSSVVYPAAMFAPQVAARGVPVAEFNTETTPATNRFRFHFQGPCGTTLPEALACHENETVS
ERp5 inh: blocks human ERp5 reductase activity on insulin; ERp5 insulin aggregation, absorbance 650 nm, 90 min; inhibition, % at 9.99 µM; 0.05% of 350,000 active;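 active means mean replicate inhibition above about 25%, with every replicate also reaching it, limit read from the data, passing the limit was not always enough; inconclusive means only one of those two criteria met; inactive means neither criterion met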
Target sequence (Q15084 whole entry, looked up): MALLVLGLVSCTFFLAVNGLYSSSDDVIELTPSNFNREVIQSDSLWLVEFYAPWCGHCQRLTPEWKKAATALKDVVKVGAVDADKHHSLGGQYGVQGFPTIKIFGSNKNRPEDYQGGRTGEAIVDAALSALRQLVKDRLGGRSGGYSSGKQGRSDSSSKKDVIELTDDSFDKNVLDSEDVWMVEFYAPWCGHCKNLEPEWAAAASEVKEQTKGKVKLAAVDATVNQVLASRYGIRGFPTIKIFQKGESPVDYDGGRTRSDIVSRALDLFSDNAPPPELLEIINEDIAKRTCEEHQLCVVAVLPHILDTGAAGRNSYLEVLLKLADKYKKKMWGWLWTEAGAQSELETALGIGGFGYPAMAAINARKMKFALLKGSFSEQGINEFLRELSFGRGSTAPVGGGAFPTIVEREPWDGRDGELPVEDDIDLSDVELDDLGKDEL
F508del corr: CFTR F508del correction in bronchial cells; activity (quench increase), % at 7.58 µM; CFBE cells, YFP halide quenching; stimulated with forskolin plus potentiator P3; % fluorescence drop versus neutral controls; AID 720511; 0.36% of 350,000 active;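 active means mean added fluorescence quench of at least 8% versus neutral control, with both replicates also reaching 8%; inconclusive means only one of the mean or replicate conditions met; inactive means mean below 8% and not both replicates reaching 8%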;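 further: cells transiently co-express mutant CFTR-F508del with the halide-sensitive YFP; corrector assay measuring rescue of mutant channel to the surface after 24 h compound exposure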
Casp6 inh: caspase-6 (human) enzyme inhibition. P55212. purified caspase-6, Z-VEID-R110 cleavage fluorescence. inhibition, % at 12.5 µM. 0.53% of 350,000 active;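 active means mean inhibition across replicates at least about 35%, with every replicate also reaching that limit, limit read from the data; inconclusive means only one of the two criteria met; inactive means neither criterion met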;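 further: 0% = median of neutral control wells and 100% = no fluorescence left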
Target sequence (P55212 24-179 limits assumed): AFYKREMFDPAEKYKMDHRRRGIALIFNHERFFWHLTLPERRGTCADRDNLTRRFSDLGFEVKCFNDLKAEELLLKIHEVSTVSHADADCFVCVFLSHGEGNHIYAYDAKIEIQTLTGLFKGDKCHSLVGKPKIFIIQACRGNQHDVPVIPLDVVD
Target sequence (P55212 194-293 limits assumed): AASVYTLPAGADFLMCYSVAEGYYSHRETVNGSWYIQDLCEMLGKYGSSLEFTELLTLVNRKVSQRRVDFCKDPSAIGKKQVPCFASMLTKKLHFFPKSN
miR122 inh: blocks miR-122 activity in Huh7 sensor cells | activation (reporter increase), % at 12.5 µM | 0.3% of 340,000 active | AID 602342 | Huh7 miR-122 Renilla luciferase sensor, 48 h; neutral wells = 0, positive control = 100;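 active means mean replicate activation score at least 90 and every replicate individually at or above 90; inconclusive means only one of the two criteria met; inactive means neither criterion met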;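 further: higher luciferase means less miR-122 activity so hits act as miR-122 inhibitors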
ERAP1 inh: ERAP1 (human) enzyme inhibition. recombinant ERAP1, Leu-AMC fluorescence, 60 min. inhibition, % at 10.7 µM. 0.15% of 340,000 active. AID 652197. Q9NZ08;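 active means mean replicate inhibition of at least 30%, or all replicates individually reaching that 30% level; inactive means mean below 30% and not every replicate reaching it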;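 further: 0% = neutral control wells and 100% = L-leucinethiol positive control wells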
DENV2 CPE rescue: inhibitors of DENV2 cytopathic effect; DENV2-infected cells, cytopathic effect rescue, plate reader; CPE inhibition, % at 9.99 µM; AID 651640; 1.7% of 350,000 active; in the data active means CPE inhibition above about 20%, passing the limit was not always enough; inconclusive means no clear call, values can overlap the other calls; tested in BHK-21 cells;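 further: 0% = median of neutral control wells and 100% = median of positive control wells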
* hit, by the source's call; ? = inconclusive; / = not tested or not shown; [ ] = dose if it differs, or a comment.

Below each SMILES – SIRT5 inh	ERp5 inh	F508del corr	Casp6 inh	miR122 inh	ERAP1 inh	DENV2 CPE rescue
> CO[C@H]1CN(C)C(=O)c2cc(NC(C)=O)ccc2OC[C@@H](C)N(C(=O)C2CCOCC2)C[C@@H]1C
→ /	-2.0	-3.1	-3.0	/	-2.4	-4.1
> Cc1ccc(S(=O)(=O)N[C@@H]2C=C[C@H](CC(=O)N3CCc4ccccc4C3)O[C@H]2CO)cc1
→ -1.1	0.3	3.3	0.4	/	-1.2	-6.7
> COc1nnc(-c2ccc(C)c(S(=O)(=O)NCC3CCCO3)c2)c2ccccc12 (configuration not stated)
→ -2.2	2.7	4.5	0.5	82.9	-6.9	-10.9
> Oc1ccccc1-c1cnc2cccnn12
→ -10.8	-2.5	1.4	1.6	3.6	6.7	-3.6
> Cc1noc(C)c1NC(=O)N[C@@H]1C=C[C@@H](CC(=O)N2CCN(C)CC2)O[C@H]1CO
→ -1.8	0.2	-2.8	1.2	/	2.9	-0.4
> Nc1nc(-c2ccco2)nn1C(=O)c1ccccc1Cl
→ /	-3.8	0.6	-5.7	/	-2.7	-9.5
> O=C(NC1CCN(Cc2ccccc2)CC1)c1ccccc1OCc1ccccc1Cl
→ 0.7	7.0	1.0	-4.2	0.3	-5.0	14.1
> Cc1ccc(NS(=O)(=O)c2ccc3oc(=O)ccc3c2)cc1Cl
→ -1.4	?	-1.4	4.3	71.8	-1.5	-3.3
> CSc1nc(NCC(C)O)c2c3c(sc2n1)CN(C)CC3 (configuration not stated)
→ -19.2	3.4	-1.2	-1.4	-9.0	1.8	-6.3
> Cc1ccc(CCNC(=O)CCn2c(=O)c3cccn3c3ccc(F)cc32)cc1
→ -3.3	-4.0	1.4	0.7	3.1	-1.2	0.7
> COc1ccc(C#Cc2cnc3c(c2)C(=O)N([C@H](C)CO)C[C@H](C)[C@H](CN(C)C)O3)cc1
→ -0.4	2.5	-5.0	-10.3	-4.4[16.7 µM]	-1.4	2.1
> CSCc1cc(C(=O)NCCN2CCOCC2)c(N)s1
→ /	1.8	-2.1	-2.8	/	-0.9	2.2
> O=C(O)c1cccc(N/N=C/c2ccc(-c3ccccc3)cc2)c1
→ 2.8	0.2	1.8	10.8	/	-5.9	/
> CCNC(=O)c1cc2c(c(-c3cccc(-c4cccc(OC)c4)c3)n1)[C@@H](CCO)N([S@](=O)C(C)(C)C)C2
→ /	-1.2	1.6	-6.6	/	0.1	-0.7
> O=C(COC(=O)c1cccc(O)c1)Nc1ccc(S(=O)(=O)N2CCOCC2)cc1
→ -1.1	1.0	3.8	-5.8	/	-2.0	17.9
> CCCCN(C(=O)c1ccc2c(c1)OCO2)c1ccccc1
→ 0.6	2.5	-0.2	-0.3	/	-3.0	0.2
> COc1ccc(C(CC(=O)c2ccc3c(c2)OCO3)C(=O)O)cc1OC (configuration not stated)
→ -0.9	-7.4	2.6	2.5	/	2.0	15.8
> COc1ccc(S(=O)(=O)N(C)C[C@@H]2OCCCC[C@@H](C)Oc3ccc(NC(=O)c4ccccc4)cc3C(=O)N([C@H](C)CO)C[C@@H]2C)cc1
→ 4.2	3.4	-1.1	-1.4	-2.0[16.7 µM]	-2.9	7.3
> C=C(C)COc1ccc(-c2[nH]ncc2Oc2ccc(OC)cc2)c(O)c1
→ -0.7	9.8	-0.5	-1.4	10.5	-1.8	-1.4
> O=c1c(Cc2c(F)cccc2Cl)c(O)ccn1CCCN1CCOCC1
→ -3.3	2.6	2.8	1.1	/	0.4	/
> Cc1ccc(/C(O)=C2/C(=O)C(=O)N(c3ccccn3)C2c2ccc([N+](=O)[O-])cc2)cc1 (configuration not stated)
→ 1.1	-3.5	-3.3	-1.3	4.3	-1.3	0.9
> COc1ccccc1/C=C/C(=O)NCC(=O)n1nc(C)cc1C
→ -1.9	-0.9	-0.2	-0.9	/	-1.1	7.2
> COc1ccc(-c2c(C)[nH]n3c(=O)c(Cc4ccccc4)c(C)nc23)cc1OC
→ -3.1	-1.8	-2.5	-0.7	0.8	-1.6	2.0
> COc1ccc(N(CC(=O)N2CCN(Cc3ccccc3)CC2)S(C)(=O)=O)cc1Cl
→ -0.6	2.5	-2.2	-1.2	-2.0	-1.5	-1.7
> CCOc1ccc(-n2c(=S)sc3c(=O)n(-c4ccccc4)c(SCC(=O)O)nc32)cc1
→ 6.8	-0.7	1.7	2.3	/	-1.5	7.4
> CC1CCCCC1NC(=S)NC(=O)c1cccs1 (configuration not stated)
→ -1.6	1.7	1.9	-1.2	-9.0	-2.8	-1.5
> CC=Cc1ccc2n(c1=O)C[C@@H]1[C@@H](CO)[C@H](C(=O)NCCc3cn(C)cn3)[C@H]2N1C(=O)C1CC1 (mixture of isomers)
→ -10.3	-0.3	-0.8	19.2	1.7[16.7 µM]	-0.5	4.8
> C[C@@H]1CN([C@@H](C)CO)C(=O)c2cccc(N(C)C)c2O[C@@H]1CN(C)Cc1ccc(Cl)c(Cl)c1
→ /	-3.1	0.4	-0.3	-2.8[16.7 µM]	1.2	10.8
> CC(Oc1ccccc1)C(=O)N=Nc1c(O)[nH]c2ccc([N+](=O)[O-])cc12 (configuration not stated)
→ -3.2	-2.6	-0.2	6.1	232.0*	-0.2	-2.8
> Cn1c(=O)c2cc(NC(=S)NC3CCCCC3)ccc2n1Cc1cccc(C(F)(F)F)c1
→ /	4.4	0.3	-2.1	1.7	-2.7	-5.8
> O=S(=O)(N/N=C1\CCCc2ccccc21)c1ccccc1
→ 0.1	-6.2	0.0	-0.2	14.3	4.5	4.6
> C(C#CCN1CCOCC1)#CCN1CCOCC1
→ -2.2	0.6	-2.6	-2.9	-0.4	-0.2	?
> COC(=O)CNC(=O)CSc1ccccn1
→ 5.0	1.0	-0.4	-3.8	-2.9	/	-0.2
> C[C@H](CO)N1C[C@H](C)[C@H](CN(C)Cc2ccncc2)Oc2ncc(C#CCC3CCCC3)cc2C1=O
→ /	1.4	3.3	-2.5	-13.9[16.7 µM]	0.7	0.1
> COc1ccc(C(=O)COc2ccc(F)cc2)c(O)c1
→ -1.2	-0.1	-3.3	2.9	-8.5	-1.6	-1.9
> CC(=O)c1ccc(NC(=O)C(C)OC(=O)c2cccc(-n3cnnn3)c2)cc1 (configuration not stated)
→ 4.9	-0.4	-4.9	-1.0	/	3.7	?
> C#Cc1ccccc1OCCCN1CCC(C(O)(c2ccccc2)c2ccccc2)CC1
→ -3.3	-1.4	0.4	-2.3	/	0.7	?
> COc1ccc(-n2ccnc(SCC(=O)NC3CCCC3)c2=O)cc1
→ 4.1	1.9	-2.8	-0.5	-6.8	5.4	1.7
> Cc1c(CNCCCc2ccccc2)c(C(=O)O)c(C)n1Cc1ccccc1
→ -3.4	0.6	2.9	4.2	/	-2.3	9.0
> O=C(Nc1ccccc1F)c1cc(-c2ccco2)nc2ccccc12
→ -0.6	1.0	1.4	15.8	/	/	-4.7
> Cc1nnc(SCC(=O)N2CCN(c3ccccc3)CC2)n1C1CC1
→ 3.4	2.0	-1.9	-1.0	-0.2	3.9	?
> CC(C)c1nnc(NC(=O)CCS(=O)(=O)c2ccccc2)s1
→ -7.6	2.0	3.4	-2.2	3.3	-2.1	-1.7
> COCCCN=C1NN=C(c2cc(C)n(Cc3ccco3)c2C)CS1
→ 2.0	0.4	18.4*	/	/	8.1	3.6
> CC1(C(=O)NCCN2CCOCC2)C=CCN1C(=O)c1ccccc1 (configuration not stated)
→ /	-6.9	-2.0	-3.8	-1.6	/	-12.7
> C[C@@H]1CN([C@H](C)CO)C(=O)c2cc(NS(=O)(=O)c3cn(C)cn3)ccc2O[C@@H](C)CCCCO[C@@H]1CN(C)Cc1ccncc1
→ -0.1	-2.3	5.8	-0.4	2.5[16.7 µM]	-2.3	-3.3
> COCCN(C[C@H]1[C@H](c2ccccc2)[C@@H](CO)N1C(C)=O)C(=O)c1ccccc1
→ 0.3	-1.0	-2.1	-1.1	-12.5[16.7 µM]	0.5	5.7
> C[C@H]1CN([C@@H](C)CO)C(=O)CCCn2nncc2CO[C@@H]1CN(C)Cc1ccc2c(c1)OCCN2C
→ /	0.5	3.4	1.6	-1.1[16.7 µM]	0.5	-8.6
> COC(=O)c1cc2c(c3c4cc(OC)ccc4n(S(=O)(=O)c4ccc(C)cc4)c13)C(=O)N(Cc1ccccc1)C2
→ /	0.4	-0.9	-3.2	/	-2.9	-3.0
> COc1ccc(/C=N/NC(=S)Nc2cc(C(F)(F)F)ccc2Cl)cc1
→ -3.7	-2.4	0.5	-0.6	8.0	/	-3.8
> N#CCC(=O)N/N=C/c1cn(Cc2ccc(Cl)c(Cl)c2)c2ccccc12
→ -2.2	/	-0.5	0.3	-5.4	-1.2	0.7
> CC1CCCC(C)N1CCCNC(=O)C(=O)Nc1ccc2nc3n(c(=O)c2c1)CCCCC3 (configuration not stated)
→ 0.1	0.5	0.9	-2.0	-0.6	-1.6	-2.9
> Cc1ccc(NC(=O)CN2C(=O)NC3(CCCCC3C)C2=O)cc1S(=O)(=O)N1CCCCC1 (configuration not stated)
→ -0.5	13.5	1.5	1.9	/	-0.6	-3.5
> CNC[C@H]1Oc2ccc(N(C)C)cc2CC(=O)N([C@H](C)CO)C[C@@H]1C
→ 0.7	6.3	-1.3	-2.2	1.0[16.7 µM]	-2.1	14.4
> COc1ccccc1NC(=O)Cc1nnc(SCC(=O)NC2CCCC2)n1C
→ -1.1	0.0	-1.4	-0.6	-2.5	-3.1	-1.3
> COC(=O)C1=C(C)N(Cc2cccc(C(F)(F)F)c2)C(=NCc2ccc(C(F)(F)F)cc2)NC1c1ccccc1C(F)(F)F (configuration not stated)
→ 0.1	0.4	-0.8	-2.6	/	0.7	27.6*
> Cc1ccc(S(=O)(=O)Nc2ccc3c(c2)C(=O)N([C@@H](C)CO)C[C@@H](C)[C@@H](CN(C)C)O3)cc1
→ -0.6	2.5	-0.9	-1.7	6.0[16.7 µM]	-2.0	-3.2
> COc1cccc(S(=O)(=O)N2CCCCN3[C@H](CO)[C@H](c4ccc(-c5cncnc5)cc4)[C@H]3C2)c1
→ -3.1	0.2	3.9	-1.7	4.1[16.7 µM]	-1.8	-6.2
> Cc1cc(-c2nn(-c3ccccc3F)cc2CNCCc2cnccn2)c(C)s1
→ -3.1	4.5	1.7	-1.4	-1.9	1.2	0.0
> COC(=O)c1cc(COC(=O)CNC(=O)c2cccc(C)c2)oc1C
→ 3.1	3.9	-3.7	0.7	-4.3	-5.2	-7.2
> CCc1cc(N2CCOCC2)cc2c1[nH]c1ccccc12
→ -0.3	7.0	-1.7	3.6	3.4	1.1	8.3

Remaining list, next part.
Below each SMILES – SIRT5 inh	ERp5 inh	F508del corr	Casp6 inh	miR122 inh	ERAP1 inh	DENV2 CPE rescue
> COc1ccc(S(=O)(=O)N(C)C[C@@H]2OCCCC[C@@H](C)Oc3ccc(NC(=O)c4ccncc4)cc3C(=O)N([C@@H](C)CO)C[C@H]2C)cc1
→ 1.9	-11.8	2.2	0.2	-6.5[16.7 µM]	-1.5	17.2
> Cc1ccc(C)c(NC(=S)NNc2ccc(F)cc2F)c1
→ 0.2	3.0	1.3	0.5	19.9	3.6	2.1
> Cc1ccc(N(C(=O)CS(=O)CC(=O)Nc2ccc(F)cc2)C(C(=O)NC2CCCCC2)c2ccco2)cc1 (configuration not stated)
→ 0.9	1.8	/	-3.2	/	3.6	13.8
> CCNC(=O)[C@H]1[C@H](CO)[C@H]2Cn3c(ccc(-c4ccncc4)c3=O)[C@@H]1N2CC1CC1
→ -2.4	-2.5	-0.3	2.9	-6.5[16.7 µM]	-0.1	8.4
> CCOc1ccc2nc(N/C(N)=N/C(=S)Nc3cccc(OC)c3)nc(C)c2c1
→ -4.5	1.4	-2.5	0.1	/	-1.3	1.9
> CC=Cc1ccc2n(c1=O)C[C@@H]1[C@@H](CO)[C@H](C(=O)OC)N(C(C)=O)[C@H]21 (mixture of isomers)
→ -7.7	0.0	/	-2.6	/	0.3	-0.5
> C=CCC[C@H](Cc1ccc(F)cc1)C(=O)OC[C@@H](C)NC(=O)[C@H](CC=C)CC(=O)N(CCO)Cc1ccccc1
→ 2.1	0.9	1.5	0.6	-9.3	4.8	-2.7
